Bioassay records: PubChem BioAssay, several laboratories
Avidin fluor – compound fluoresces at 488/530 nm on avidin beads. compound fluorescence 488/530 nm, flow cytometry; stronger effect = higher value. fluorescence (KMESF) at 10 µM. 0.38% of 220,000 active; in the data active means fluorescence above about 47; further: inactives centre near 10
ABCG2 inh – inhibitors of human ABCG2 transporter, ABCB1 counter-screen; Q9UNQ0; IgMXP3 cells, JC-1 efflux, flow cytometry; inhibition, % at 6.6 µM; 0.1% of 190,000 active; AID 1325;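 active means inhibition above 80%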;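 further: 0% = DMSO and 100% = nicardipine control wells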
Target sequence (Q9UNQ0 whole entry, looked up): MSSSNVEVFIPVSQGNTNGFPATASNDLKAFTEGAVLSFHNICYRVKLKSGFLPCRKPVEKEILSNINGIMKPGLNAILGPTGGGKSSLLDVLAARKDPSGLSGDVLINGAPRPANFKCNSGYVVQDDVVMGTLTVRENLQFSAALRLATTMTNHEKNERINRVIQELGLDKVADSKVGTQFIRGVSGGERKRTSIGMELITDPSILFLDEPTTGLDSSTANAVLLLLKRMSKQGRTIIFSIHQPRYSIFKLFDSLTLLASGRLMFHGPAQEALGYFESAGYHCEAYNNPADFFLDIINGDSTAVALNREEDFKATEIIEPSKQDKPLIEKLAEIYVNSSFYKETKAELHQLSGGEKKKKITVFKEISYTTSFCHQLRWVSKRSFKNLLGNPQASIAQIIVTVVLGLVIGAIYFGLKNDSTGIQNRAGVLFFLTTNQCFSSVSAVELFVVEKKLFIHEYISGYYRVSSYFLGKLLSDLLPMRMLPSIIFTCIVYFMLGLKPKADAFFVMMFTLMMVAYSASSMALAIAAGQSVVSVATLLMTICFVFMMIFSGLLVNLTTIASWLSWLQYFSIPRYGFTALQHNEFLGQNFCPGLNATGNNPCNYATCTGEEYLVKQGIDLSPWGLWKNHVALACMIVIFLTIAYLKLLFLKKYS
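test system = two drug-resistant human cell lines, ABCG2 and ABCB1 | amount = 3 million cells/mL final, two lines in 1:1 ratio | reagent = JC-1 transporter substrate | doses = one concentration, 6.6 µM final | incubation = 10 min at 25 °C | signal = flow cytometric JC-1 green MFI at 530 nm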
RGS8-Gao reg – modulates binding of RGS8 to human Galphao; P09471; multiplexed bead flow cytometry; actives lie on both sides; response (percent of control binding), % at 10 µM; 0.34% of 220,000 active; in the data active means response below about 60% or above about 140%; inactive means in between;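 further: Galphao activated as the GDP aluminium fluoride complex binding bead-coupled RGS8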
Mcl-1 Bim block – inhibitors of Bim-Mcl-1 interaction, human; Q07820; Bead-based flow cytometry, Bim peptide-Mcl-1 binding; inhibition, % at 10 µM; 0.1% of 190,000 active; in the data active means inhibition above about 40%;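 further: 0% = no compound tracer wells and 100% = peptide blocker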
Target sequence (Q07820 whole entry, looked up): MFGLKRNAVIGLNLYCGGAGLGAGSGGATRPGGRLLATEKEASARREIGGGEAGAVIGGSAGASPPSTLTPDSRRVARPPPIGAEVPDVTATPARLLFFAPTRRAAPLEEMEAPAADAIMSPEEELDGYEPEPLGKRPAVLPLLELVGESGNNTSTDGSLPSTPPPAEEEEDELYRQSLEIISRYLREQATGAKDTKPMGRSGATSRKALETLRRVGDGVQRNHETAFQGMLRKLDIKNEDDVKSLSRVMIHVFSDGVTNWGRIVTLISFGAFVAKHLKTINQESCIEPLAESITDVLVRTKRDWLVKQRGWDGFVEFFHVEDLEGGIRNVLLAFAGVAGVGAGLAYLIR
Mcl1 Noxa PPI – Mcl-1/Noxa interaction inhibition. TR-FRET Mcl-1/Noxa peptide binding, 2 h. inhibition, % at 21.7 µM. 1.5% of 220,000 active;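 active means compounds that cut the protein-peptide binding signal by more than 50% relative to plate controls in a single-dose test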;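 further: His-tagged Mcl-1 with rhodamine Noxa BH3 peptide and terbium anti-His antibody; 0% = Mcl-1 plus Noxa peptide wells and 100% = peptide-only wells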
Mcl1-Bid inh – Mcl-1/Bid interaction inhibition; Q07820; TR-FRET Mcl-1/Bid-Dy647 peptide binding, 1536-well; inhibition, % at 21.7 µM; 0.97% of 220,000 active; AID 1021;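 active means compounds that cut the binding signal by more than half at the single screening dose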;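 further: His-tagged Mcl-1 with europium anti-His antibody binding Bid BH3 peptide; 0% = Mcl-1 plus peptide wells and 100% = peptide-only wells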
GSH bead fluor – compound fluoresces at 488/530 nm on GSH beads | GSH beads flow cytometry, compound fluorescence 488/530 nm; stronger effect = higher value | fluorescence (KMESF) at 10 µM | 0.25% of 190,000 active; in the data active means fluorescence above about 89;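 further: glutathione beads carrying GST-tagged Bcl family fusion proteins plus one bare bead set; values are compound well signal with DMSO vehicle wells as background; inactives centre near 16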
Pf gamet viab – P. falciparum stage V gametocyte viability inhibition. AID 743093. P. falciparum stage V gametocytes, ATP luminescence, 24 h. inhibition, % at 10.9 µM. 0.065% of 150,000 active;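 active means inhibition above the mean plus 3 SD of compounds within the control limits, set per campaign, cut at about 38% in these data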;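 further: 0% = DMSO wells and 100% = medium only without gametocytes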
ABCB1 inh – human ABCB1 inhibition, ABCG2 as counter-screen | P08183 | CCRF-Adr cells, JC-1 efflux, flow cytometry | inhibition, % at 6.6 µM | 0.067% of 190,000 active | AID 1326; in the data active means inhibition above about 40%;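 further: 0% = vehicle and 100% = reference inhibitor; higher value means more JC-1 retained so stronger ABCB1 efflux block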
RGS4-Gao reg – modulates binding of RGS4 to human Galphao | Multiplexed bead flow cytometry; actives lie on both sides | binding response (% of control), % at 10 µM | 0.33% of 220,000 active; in the data active means binding response below about 49% or above about 150%; inactive means in between;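 further: fluorescent Galphao activated with aluminum fluoride binding bead-coupled RGS4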
RGS7-Gao – human RGS7-Galphao interaction regulation | P09471 | Multiplexed bead flow cytometry, RGS7-Galphao binding; actives lie on both sides | binding response (% of control), % at 10 µM | 0.35% of 220,000 active | AID 1439; in the data active means binding response below about 49% or above about 150%; inconclusive means no clear call, values can overlap the other calls; inactive means in between;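 further: fluorescent Galphao held in activated GDP-AlF4 state binding bead-coupled RGS7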
Active calls of the source: *; ? = inconclusive; . = no result given.

Structure | Avidin fluor | ABCG2 inh | RGS8-Gao reg | Mcl-1 Bim block | Mcl1 Noxa PPI | Mcl1-Bid inh | GSH bead fluor | Pf gamet viab | ABCB1 inh | RGS4-Gao reg | RGS7-Gao
CSc1nc2ccc(NC(=O)c3ccc(F)c(F)c3)cc2s1 | 21 | 4 | 102 | -5 | -1 | 4 | 8 | -23 | 0.0 | 101 | 104
CCOc1ccc(/C=C2\SC(=S)N(C)C2=O)cc1OC | 6 | . | 105 | . | 9 | 1 | . | 3 | . | 106 | ?
CC1(C)N([O-])C(c2cccs2)=C[N+]1=O | 6 | 2 | 85 | -2 | 0 | -9 | 52 | -16 | 0.1 | 83 | 82
Cc1cc(COc2ccccc2OCCN2CCN(C)CC2)no1 | 38 | 2 | 100 | 1 | 44 | 34 | 26 | . | 0.6 | 100 | 103
Cc1c(NC(=O)OCCNC(=O)COc2ccc(Cl)cc2Cl)sc(=S)n1C | 7 | 31 | 100 | -14 | 17 | -82 | 20 | 15 | 1.1 | 103 | 105
Cc1ccc(C(=O)N/N=C\c2cccs2)cn1 | 10 | 15 | 103 | -1 | 13 | -12 | 13 | . | -0.1 | 102 | 102
CN(C)CCOC(=O)NCC12CC3CC(CC(C3)C1)C2 | 8 | . | 104 | . | -16 | 5 | . | 1 | . | 112 | ?
O=C(NNS(=O)(=O)c1ccc2ccccc2c1)c1cccs1 | 13 | -4 | 98 | -3 | 8 | -33 | 17 | . | -1.1 | 91 | 93
Cc1ccc(S(=O)(=O)N(CC(=O)NCCSc2ccccn2)c2ccc(C)c(C)c2)cc1 | 3 | 2 | 103 | -1 | 14 | 0 | 22 | -17 | 8.5 | 96 | 92
Cc1nc2ccc(S(=O)(=O)N(C)CC(=O)Nc3ccccc3F)cc2s1 | 9 | 18 | 105 | -3 | 15 | -27 | 10 | . | 2.0 | 103 | 100
COc1ccc(/C=C/CN2CCCC(C(=O)c3ccc(OC)c(F)c3)C2)cc1 (stereo not given) | 20 | 1 | 95 | -4 | 17 | -15 | 16 | . | 1.1 | 95 | 111
COc1ccc(C2C(C#N)=C(N)Oc3c2oc(CO)cc3=O)c(OC)c1OC (stereo not given) | 5 | 2 | 98 | 11 | -8 | -5 | 49 | 9 | 0.5 | 103 | 98
c1cnc(N2CC[N+]3(CCCC3)CC2)nc1 | 24 | 1 | 99 | 0 | 12 | -14 | 12 | . | 0.0 | 96 | 98
CCn1nc(C)c(CCC(=O)O)c1C | 7 | 0 | 105 | -4 | 18 | 0 | 50 | -12 | -0.1 | 106 | 101
CC1(C)C/C(=N\O)c2cc3c(nc2C1)CCCC3 | 8 | 2 | 100 | 2 | -3 | 3 | 60 | . | 0.4 | 100 | 100
CCOC(=O)c1c(NC(=O)c2cccnc2)sc(C(C)=O)c1C | 3 | 3 | 83 | -6 | 4 | -14 | 12 | 13 | 0.1 | 93 | 96
COCC(C)n1c(C)cc(C(=O)CSc2ccc(NC(C)=O)cc2)c1C (stereo not given) | 9 | 2 | 101 | -3 | 1 | -14 | 9 | -7 | 0.5 | 93 | 91
COc1cc(=O)[nH]c(=O)n1C(=O)Cc1ccccc1 | 7 | 1 | 101 | 5 | -15 | 1 | 65 | . | 0.3 | 99 | 103
COc1cc(OC)cc(C(=O)N[C@H](C(=O)OCC(=O)Nc2ccc(F)c(F)c2F)C(C)C)c1 | 8 | 2 | 100 | 0 | 7 | -26 | 14 | -21 | 0.8 | 98 | ?
Cc1ccccc1N=C1SCC(=O)N1Cc1ccccc1 | 16 | 7 | 103 | -4 | 2 | -7 | 10 | . | 0.5 | 104 | 105
COc1ccc(-n2c(C)cc(C(=O)COC(=O)c3cc(OC)c(OC)cc3NC(=O)c3cccs3)c2C)cc1 | 20 | 92* | 98 | -5 | -4 | -20 | 10 | . | 31 | 94 | 93
O=C(NN1C(=O)C2C3CCC(O3)C2C1=O)c1ccc(Cl)cc1 (stereo not given) | 2 | 3 | 96 | -2 | 14 | -23 | 6 | 13 | 0.3 | 95 | 91
COc1ccc(NC(=O)c2ccc(-c3ccccc3C(F)(F)F)o2)cc1 | 9 | 15 | 101 | -3 | 21 | 2 | 17 | -27 | 1.0 | 101 | 101
CC(=O)c1ccc(NC(=O)/C(Cl)=C/c2ccccc2)cc1 | 9 | 8 | 102 | 4 | 4 | 7 | 21 | -29 | 0.5 | 100 | 100
Cc1onc(-c2ccccc2Cl)c1C(=O)NC(=S)NCCc1ccccc1 | 12 | 5 | 106 | -5 | 9 | -24 | 15 | -5 | 0.7 | 106 | 108
O=C(Nc1ccccc1)C(Cc1cccs1)c1nn[nH]n1 (stereo not given) | 5 | -1 | 90 | -1 | -17 | -37 | 6 | -19 | -0.1 | 94 | 95
CCN(CC)CCCNC(=O)C(C)n1nc(C)c2sc3ccccc3c2c1=O (stereo not given) | 8 | -2 | 97 | -4 | 13 | -5 | 35 | . | -1.9 | 100 | 101
CC(=O)c1c(OC(=O)c2ccc(C)cc2)c2ccccc2n1C | 36 | 0 | 103 | 1 | 10 | 5 | 17 | -24 | 0.1 | 101 | 105
O=C(O)C1C2CCC(C2)C1C(=O)Nc1cc(F)ccc1F (stereo not given) | 14 | 3 | 97 | 0 | -3 | 6 | 36 | . | -0.4 | 95 | 89
Cc1cc(C)n(-c2ccc(C(=O)OCC(=O)NCc3ccc(F)cc3)cc2)n1 | 7 | 9 | 103 | -1 | -3 | -24 | 15 | 20 | 0.6 | 102 | 107

Single records (already shown). Values in the order: Avidin fluor | ABCG2 inh | RGS8-Gao reg | Mcl-1 Bim block | Mcl1 Noxa PPI | Mcl1-Bid inh | GSH bead fluor | Pf gamet viab | ABCB1 inh | RGS4-Gao reg | RGS7-Gao
CC1(C)N([O-])C(c2cccs2)=C[N+]1=O is listed as 6 | 2 | 85 | -2 | 0 | -9 | 52 | -16 | 0.1 | 83 | 82
Cc1cc(C)n(-c2ccc(C(=O)OCC(=O)NCc3ccc(F)cc3)cc2)n1 is listed as 7 | 9 | 103 | -1 | -3 | -24 | 15 | 20 | 0.6 | 102 | 107
COc1ccc(NC(=O)c2ccc(-c3ccccc3C(F)(F)F)o2)cc1 is listed as 9 | 15 | 101 | -3 | 21 | 2 | 17 | -27 | 1.0 | 101 | 101
CCOc1ccc(/C=C2\SC(=S)N(C)C2=O)cc1OC is listed as 6 | . | 105 | . | 9 | 1 | . | 3 | . | 106 | ?

(listing goes on)
Results follow in this order: Avidin fluor, ABCG2 inh, RGS8-Gao reg, Mcl-1 Bim block, Mcl1 Noxa PPI, Mcl1-Bid inh, GSH bead fluor, Pf gamet viab, ABCB1 inh, RGS4-Gao reg, RGS7-Gao
O=C1CN(C(=O)c2ccc(Br)o2)C(c2ccc(F)cc2)c2cc(Cl)ccc2N1 (stereo not given)
    12, 14, 101, -3, 8, 1, 27, ., 5.3, 100, 99
COc1ccccc1-c1nc(-c2ccccc2)[nH]c(=O)c1C#N
    14, 5, 96, 0, 7, 11, 10, 10, -0.1, 93, 92
COc1ccc(-n2c(C)cc(C(=O)CN3C(=O)NC4(CCc5ccccc54)C3=O)c2C)cc1 (stereo not given)
    8, -9, 81, -4, -15, -56, 8, ., 0.8, 90, 85
O=C(Nc1nc2ccccc2s1)c1cnccn1
    11, 0, 100, 2, -11, -18, 7, ., 0.2, 101, 99
CCOC(=O)Cn1c(=N)n(CCOc2ccc(OC)cc2)c2ccccc21
    37, 2, 99, -2, 8, 2, 26, ., 0.8, 97, 97
O=S(=O)(NCC1CCCO1)c1cccc(C(F)(F)F)c1 (stereo not given)
    26, -4, 102, 1, -8, -17, 23, -9, -0.3, 100, 96
CCC(C)C(=O)Nc1nccs1 (stereo not given)
    7, 9, 99, 0, -7, -3, 15, 21, 1.6, 99, 103
COC(=O)c1ccc(SCC(=O)N2CCC(C)CC2)c([N+](=O)[O-])c1
    15, 11, 102, -4, 1, -30, 10, -7, ., 99, 100
Nc1c(C(=O)N2CCOCC2)sc2nc(N3CCOCC3)c3c(c12)CCCC3
    7, ., 95, ., 11, -24, ., -1, ., 99, ?
CCOCCCNC(=O)C(NC(=O)CNC(C)=O)c1ccc(C)cc1 (stereo not given)
    9, 2, 98, 1, 47, -14, 41, ., -0.2, 95, 99
CC1=CC2=NC(=O)/C(=C\c3cn(C)c4ccccc34)C(=N)N2O1
    3, 3, 98, 0, 6, -22, 10, -4, 0.3, 96, 95
CCn1c2ccccc2c2cc(NC(=O)CSc3nnnn3-c3ccccc3)ccc21
    ., 10, ., -1, -5, -21, 46, ., -0.1, ., .
N=c1c2c(ncn1CCCO)Oc1c(ccc3ccccc13)C2c1ccccc1 (stereo not given)
    10, ., 102, ., 12, -5, ., 2, ., 108, ?
Cc1cc(C(=O)OCC(=O)Nc2nnc(C(C)C)s2)c2ccccc2n1
    18, 19, 96, -7, 5, -2, 10, ., 0.9, 98, 102
CCn1cc(-c2csc(N)n2)c(C)n1
    13, 1, 98, -2, -3, -30, 11, ., 0.0, 96, 101
O=S(=O)(Nc1ncccn1)c1ccc(NC(=S)NCc2cccnc2)cc1
    9, 4, 102, 0, 14, -36, 24, ., 1.0, 100, 96
CC(OC(=O)c1nn(C(C)C)c(=O)c2ccccc12)C(=O)Nc1ncc(Cl)cc1Cl (stereo not given)
    1, 10, 99, -4, 7, 4, 9, -9, 0.8, 106, 104
O=S(Cc1ccccc1)CC(O)(c1ccc(Cl)cc1)c1ccc(Cl)cc1 (stereo not given)
    9, 3, 103, 0, 9, 1, 22, 8, 0.9, 106, 104
COc1cc(OC)c(C2=NOC(C(=O)Nc3ccc4c(c3)OCO4)C2)cc1Cl (stereo not given)
    9, 6, 104, 0, -6, -16, 17, -5, 1.0, 107, 104
